ARNT TACC3 PPI: disruptors of ARNT/TACC3 protein interaction, primary screen, biochemical, AlphaScreen, single concentration | Transforming acidic coiled-coil-containing protein 3 (Homo sapiens), Q9Y6A5 | AlphaScreen His-ARNT PAS-B/GST-TACC3 binding, luminescence; TACC3 fragment carries E629A point mutation | inhibition, % at 9.99 µM | actives 0.66% (n = 390,000);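 active means mean inhibition of replicates at least 50% and at least half of replicates each reaching 50%; inconclusive means half or more replicates reach 50% but mean below 50%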;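 further: 0% = complete ARNT plus TACC3 wells and 100% = ARNT alone without TACC3; many hits fall short of the cut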
EWS-Fli block: EWS/Fli-driven NR0B1 reporter inhibitors, primary screen, A673 cells, NR0B1 luciferase, luminescence, MLPCN library; viability-normalised; inhibition, % at 12.6 µM; actives 0.67% (n = 350,000);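 active means mean inhibition of at least 50% after viability correction, with every replicate also passing that limit; inconclusive means mean reaches 50% but only one of two replicates passes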;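 further: firefly luciferase signal divided by Alamar Blue viability fluorescence both relative to DMSO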
PAX8 reporter: inhibitors of PAX8-driven TPO luciferase reporter, primary screen, RMG-I cells, single concentration | inhibition, % at 12.6 µM | SteadyGlo, 24 h | actives 1.2% (n = 360,000);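 active means mean replicate inhibition at least 60% with every replicate also reaching 60%; inconclusive means only one of the two criteria is met; inactive means mean below 60% and not all replicates reaching 60%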;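 further: luciferase light reporting Pax8 driven TPO promoter activity; plate controls were median of neutral control wells for no effect and mitoxantrone controls for full effect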
DENV2 CPE: inhibitors of DENV2 cytopathic effect, primary screen, cell-based, plate reader, single concentration; DENV2-infected cells, cytopathic effect rescue; CPE inhibition, % at 9.99 µM; actives 1.7% (n = 350,000); in the data active means CPE inhibition above about 20%, passing the limit was not always enough; inconclusive means no clear call, values can overlap the other calls; tested in BHK-21 cells;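 further: 0% = median of neutral control wells and 100% = median of positive control wells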
LGR2 antag: inhibitors of bursicon-induced LGR2 CRE-luciferase signal, primary screen, cell-based, HEK293, CRE-luciferase reporter, bursicon stimulation | AID 720647, 2013 | actives 0.35% (n = 380,000) | bursicon-stimulated, 4 h | inhibition, % at 9.99 µM;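 active means drop in luminescence signal, shown as inhibition above about 50% in the replicate tests, limit read from the data, passing the limit was not always enough; inconclusive means probably only some replicates passing the limit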;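 further: agonist challenge used bursicon conditioned medium at about half maximal strength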
SIRT5 block: SIRT5 desuccinylase inhibitors, primary screen, biochemical, fluorescence imaging, single point, set 5; actives 1.1% (n = 330,000); inhibition, % at 15 µM; Purified SirT5, succinyl-peptide AMC, trypsin-coupled fluorescence; NAD-dependent protein deacylase sirtuin-5, mitochondrial (Homo sapiens), Q9NXA8; AID 652115, 2013; in the data active means inhibition above about 15%; inconclusive means no clear call, values can overlap the other calls
Target sequence (Q9NXA8 whole entry, looked up): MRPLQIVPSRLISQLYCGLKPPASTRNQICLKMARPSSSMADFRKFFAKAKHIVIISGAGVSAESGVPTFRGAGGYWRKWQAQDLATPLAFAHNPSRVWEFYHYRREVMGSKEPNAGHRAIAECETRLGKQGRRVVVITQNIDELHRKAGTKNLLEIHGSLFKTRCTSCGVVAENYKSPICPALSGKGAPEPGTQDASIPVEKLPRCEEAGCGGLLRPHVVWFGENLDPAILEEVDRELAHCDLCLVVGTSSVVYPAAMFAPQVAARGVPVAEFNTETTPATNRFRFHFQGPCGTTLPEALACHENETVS
CASP6 VEID inh: human caspase-6 inhibitors, primary screen, biochemical, VEID-R110 fluorescence, single point, set 2; purified caspase-6, Z-VEID-R110 cleavage fluorescence; P55212; inhibition, % at 12.5 µM; actives 0.53% (n = 350,000);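 active means mean inhibition across replicates at least about 35%, with every replicate also reaching that limit, limit read from the data; inconclusive means only one of the two criteria met; inactive means neither criterion met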;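 further: 0% = median of neutral control wells and 100% = no fluorescence left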
Target sequence (P55212 24-179 limits assumed): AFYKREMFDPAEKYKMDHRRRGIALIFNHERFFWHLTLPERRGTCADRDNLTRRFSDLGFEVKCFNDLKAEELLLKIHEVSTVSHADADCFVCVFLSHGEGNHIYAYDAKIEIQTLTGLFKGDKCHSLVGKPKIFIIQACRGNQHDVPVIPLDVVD
Target sequence (P55212 194-293 limits assumed): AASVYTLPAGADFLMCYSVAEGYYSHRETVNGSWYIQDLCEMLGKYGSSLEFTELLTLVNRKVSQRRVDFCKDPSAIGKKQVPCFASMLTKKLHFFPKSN
* = called active by the depositor; ? = inconclusive; / = no result given; & = joins results of further samples.

Results follow in this order: ARNT TACC3 PPI, EWS-Fli block, PAX8 reporter, DENV2 CPE, LGR2 antag, SIRT5 block, CASP6 VEID inh
- CC1CC(=S)Nc2ccccc2N1C(=O)Nc1ccccc1 (stereo not given)
  28, -29, -31, 2, 19, -4, -2
- CS(=O)(=O)Nc1cccc(NC(=O)C2Cc3c(-c4cccc(C(N)=O)c4)ccnc3O2)c1 (stereo not given)
  /, 9, -11, 5, 5, /, -1
- CCc1sc(C(=O)N2CCN(S(C)(=O)=O)CC2)cc1Br
  -7, 8, /, 6, -6, -2, 0
- OC[C@@H]1CN(Cc2ccc(F)cc2)C[C@H](n2cnc3c(N4CCN(c5ccccc5)CC4)ncnc32)O1
  /, 2, 6, 11, 12, /, 3
- CCCNC(=O)c1onc(CS(=O)(=O)c2cccc(OC)c2)c1C(=O)NCCC
  0, 0, -4, /, -26, 0, 3
- COc1ccc(-c2ccc([C@H]3[C@@H](C#N)N(C(=O)NC(C)C)[C@@H]3CO)cc2)cc1
  7, -41, -92, -8, 4, 2, 0
- O=C(C[n+]1cccc(C(=O)Nc2ccccc2)c1)c1ccc([N+](=O)[O-])cc1
  /, -5, 1, -4, -5, 1, -16
- CCN(C(=O)Cn1c(=O)oc2ccccc21)c1c(N)n(Cc2ccccc2)c(=O)[nH]c1=O
  3, -1, 24, 8, -18, 0, 4
- CCc1ccc(OCC(=O)NC2CCCCC2)c(Br)c1
  0, -21, /, -6, -139, 4, 2
- CN1OC[C@@H]2CN(Cc3ccc(Cl)cc3)[C@H](c3ccc(N4CCCCC4)cc3)C[C@@H]21
  /, 10, -6, -7, -3, 1, -3
- CCOc1ccc(N/C=C/C(=O)c2ccccc2)c([N+](=O)[O-])c1
  1, 60*, -26, -8, 91*, -3, -3
- CSCCC(=O)N1CCCC(N2CCN(c3cccc(C(F)(F)F)c3)CC2)C1 (stereo not given)
  0, -8, 6, -3, -1, 1, -1
- CC1CCC2(CC1)NC(=O)N(CC(=O)Nc1cccc(C#N)c1)C2=O (stereo not given)
  -1, -7, -30, -5, -7, -3, -1
- c1ccc(-c2ccccc2OCCCN2CCOCC2)cc1
  /, 3, -5, -1, 7, -2, 3
- Cc1nn(-c2ccccc2)c(C)c1NC(=O)COC(=O)c1ccc(O)cc1O
  3, 0, 5, -9, 24, 7, 6
- Cc1cccc(NC(=O)c2cc[n+]([O-])cc2)c1C
  -2, -2, -2, 6, -5, -2, 0
- Cc1ccc(Cn2ncc3c(NCCCN(C)C)ncnc32)cc1
  1, -3, -1, 9, -24, -1, -6
- CCCC(=O)Nc1c(-c2cccc(OC)c2)c(=O)c2ccccc2n1C
  1, 2, 11, ?, -1, 0, -4
- COc1ccccc1-c1ccc2c(c1)O[C@@H](CN(C)S(=O)(=O)c1ccc(F)cc1)[C@@H](C)CN([C@@H](C)CO)S2(=O)=O
  -10, 18, 5, -6, -4, 23*, 0
- OC(c1ccc(Cl)cc1)c1nccc2ccccc12 (stereo not given)
  -3, -29, -12, -1, -17, -1, 5
- C[C@@H]1CN(C(=O)c2nc3ccc(Cl)cn3c2CNCC[C@@H]2C[C@@H]3C=C[C@H]2C3)C[C@H](C)O1
  /, 7, -2, -5, 2, /, -1
- COc1ccc2ccccc2c1/C=N/NC(=O)c1cccc(C)c1
  -3, -6, 13, -5, 10, -1, -2
- COc1cc(OC)c(NC(=O)c2sc3ncn(CC(=O)N4CCOCC4)c(=O)c3c2C)cc1Cl
  -4, -5, -5, -4, -7, 0, 4
- C=CCN(CC=C)C(=O)c1ccc(OC2CCN(C(C)=O)CC2)c(OC)c1
  0, -2, 10, 9, -10, 1, -2
- C[C@@H]1CN([C@@H](C)CO)C(=O)c2ccccc2-c2ccccc2CO[C@H]1CN(C)C(=O)Nc1ccnc(N2CCOCC2)c1
  41, -1, -8, -1, 9, -1, -2
- O=C(CSc1n[nH]c(=O)n1CCc1ccccc1)NC1CCCC1
  /, -2, 1, -11, 5, /, -2
- COc1ccc(OCCCC(=O)OCC(=O)Nc2sccc2C(N)=O)cc1
  -12, -2, 8, 2, 10, -5, -4
- C[C@@H]1CN([C@@H](C)CO)C(=O)Cc2cc(NC(=O)C3CC3)ccc2O[C@@H]1CN(C)C(=O)Nc1ccc2c(c1)OCO2
  4, 1, -8, -10, -10, -3, 0
- C[C@@H](C(=O)NC1CCCC1)N1C(=O)N2CCc3c([nH]c4ccccc34)[C@@]2(C)C1=O
  -2, 4, /, -15, /, /, -1
- N#C[C@@H]1[C@@H](c2ccccc2)[C@@H](CO)N1C(=O)c1cc(Cl)cc(Cl)c1
  -16, -8, -4, ?, 4, 0, 0

Reformatted field by field: two of the compounds above
c1ccc(-c2ccccc2OCCCN2CCOCC2)cc1
  ARNT TACC3 PPI: /
  EWS-Fli block: 3
  PAX8 reporter: -5
  DENV2 CPE: -1
  LGR2 antag: 7
  SIRT5 block: -2
  CASP6 VEID inh: 3

Cc1nn(-c2ccccc2)c(C)c1NC(=O)COC(=O)c1ccc(O)cc1O
  ARNT TACC3 PPI: 3
  EWS-Fli block: 0
  PAX8 reporter: 5
  DENV2 CPE: -9
  LGR2 antag: 24
  SIRT5 block: 7
  CASP6 VEID inh: 6

Not a retest: 19 of the compounds above.
Results follow in this order: ARNT TACC3 PPI, EWS-Fli block, PAX8 reporter, DENV2 CPE, LGR2 antag, SIRT5 block, CASP6 VEID inh
- CC1CC(=S)Nc2ccccc2N1C(=O)Nc1ccccc1 (stereo not given)
  28, -29, -31, 2, 19, -4, -2
- CS(=O)(=O)Nc1cccc(NC(=O)C2Cc3c(-c4cccc(C(N)=O)c4)ccnc3O2)c1 (stereo not given)
  /, 9, -11, 5, 5, /, -1
- CCc1sc(C(=O)N2CCN(S(C)(=O)=O)CC2)cc1Br
  -7, 8, /, 6, -6, -2, 0
- OC[C@@H]1CN(Cc2ccc(F)cc2)C[C@H](n2cnc3c(N4CCN(c5ccccc5)CC4)ncnc32)O1
  /, 2, 6, 11, 12, /, 3
- CCCNC(=O)c1onc(CS(=O)(=O)c2cccc(OC)c2)c1C(=O)NCCC
  0, 0, -4, /, -26, 0, 3
- COc1ccc(-c2ccc([C@H]3[C@@H](C#N)N(C(=O)NC(C)C)[C@@H]3CO)cc2)cc1
  7, -41, -92, -8, 4, 2, 0
- O=C(C[n+]1cccc(C(=O)Nc2ccccc2)c1)c1ccc([N+](=O)[O-])cc1
  /, -5, 1, -4, -5, 1, -16
- CCN(C(=O)Cn1c(=O)oc2ccccc21)c1c(N)n(Cc2ccccc2)c(=O)[nH]c1=O
  3, -1, 24, 8, -18, 0, 4
- CCc1ccc(OCC(=O)NC2CCCCC2)c(Br)c1
  0, -21, /, -6, -139, 4, 2
- CN1OC[C@@H]2CN(Cc3ccc(Cl)cc3)[C@H](c3ccc(N4CCCCC4)cc3)C[C@@H]21
  /, 10, -6, -7, -3, 1, -3
- CCOc1ccc(N/C=C/C(=O)c2ccccc2)c([N+](=O)[O-])c1
  1, 60*, -26, -8, 91*, -3, -3
- CSCCC(=O)N1CCCC(N2CCN(c3cccc(C(F)(F)F)c3)CC2)C1 (stereo not given)
  0, -8, 6, -3, -1, 1, -1
- CC1CCC2(CC1)NC(=O)N(CC(=O)Nc1cccc(C#N)c1)C2=O (stereo not given)
  -1, -7, -30, -5, -7, -3, -1
- c1ccc(-c2ccccc2OCCCN2CCOCC2)cc1
  /, 3, -5, -1, 7, -2, 3
- Cc1nn(-c2ccccc2)c(C)c1NC(=O)COC(=O)c1ccc(O)cc1O
  3, 0, 5, -9, 24, 7, 6
- Cc1cccc(NC(=O)c2cc[n+]([O-])cc2)c1C
  -2, -2, -2, 6, -5, -2, 0
- Cc1ccc(Cn2ncc3c(NCCCN(C)C)ncnc32)cc1
  1, -3, -1, 9, -24, -1, -6
- CCCC(=O)Nc1c(-c2cccc(OC)c2)c(=O)c2ccccc2n1C
  1, 2, 11, ?, -1, 0, -4
- COc1ccccc1-c1ccc2c(c1)O[C@@H](CN(C)S(=O)(=O)c1ccc(F)cc1)[C@@H](C)CN([C@@H](C)CO)S2(=O)=O
  -10, 18, 5, -6, -4, 23*, 0

(further entries)
Results follow in this order: ARNT TACC3 PPI, EWS-Fli block, PAX8 reporter, DENV2 CPE, LGR2 antag, SIRT5 block, CASP6 VEID inh
- O=C(CCOc1ccccc1)Nc1ccc([N+](=O)[O-])cc1
  /, -11, -5, -4, -7, 2, 0
- O=C(NCC(c1cccs1)N1CCOCC1)c1cnc(Cl)c(Cl)c1 (stereo not given)
  -9, 16, 7, 1, -6, -2, 1
- C[C@H]1CN([C@@H](C)CO)S(=O)(=O)c2ccc(C#Cc3ccccc3)cc2O[C@H]1CN(C)C(=O)C1CC1
  16, 6, /, 7, 6, 4, 2
- CCOC(=O)C1CCN(S(=O)(=O)c2ccc3c(c2)CCN3C(C)=O)CC1
  0, /, 7, 6, -2, -1, -1
- CC(=O)Nc1ccc(-c2nn[nH]n2)cc1
  -6, -6, 2, 3, 5, 0, 1
- C[C@@H]1CCCCO[C@@H](CN(C)C)[C@H](C)CN([C@@H](C)CO)C(=O)c2cc(NC(=O)c3ccncc3)ccc2O1
  -6, -5, -17, -4, 0, -4, -1
- Cc1nc(NCc2ccco2)c2cn[nH]c2n1
  -4, -7, -2, -3, -1, /, -2
- CC(=O)/C(N=Nc1c(C)n(C)n(-c2ccccc2)c1=O)=C(\C)O
  35, 10, 6, 1, -13, 0, 11
- COCCNC(=O)C1(C)CCCN(CCC(=O)c2ccc(Br)cc2)C1 (stereo not given)
  /, 1, 10, -13, 6, -5, 0
- CCc1nnc(NC(=O)CCC(=O)N2CCN(c3cccc(Cl)c3)CC2)s1
  1, -4, 0, 4, 7, -1, 3
- Cc1cc(NC(=O)NC2CC(=O)N(c3ccc4c(c3)OCCO4)C2)no1 (stereo not given)
  -1, 0, 13, ?, 1, -1, 1
- COc1ccccc1Nc1ccc([N+](=O)[O-])cn1
  -2, -44, -52, 3, -27, -5, -3
- Cc1ccccc1OCC(=O)Nc1ccc(C(=O)Nc2ccccc2C(=O)O)cc1
  -5, /, 10, -10, 6, -2, 3
- COc1ccc(C2=NN(C(=O)c3ccccc3C(=O)O)C(c3ccccc3O)C2)cc1 (stereo not given)
  -1, -119, -145, 7, -69, -5, -4
- N=c1c(C(=O)NCc2ccco2)cc2c(=O)n3ccccc3nc2n1C1CCCC1
  /, -2, -5, 5, -5, -5, 99*
- Cc1cc(C)c(N=C2SCC(=O)N2Cc2ccco2)c(C)c1
  -5, 6, -1, 11, 5, 2, -1
- COc1ccccc1/C=N/NC(=O)c1ccccc1Cl
  4, 3, -7, 5, 11, -1, -1
- COc1cccc(CN(C)C(=O)c2cccc(S(=O)(=O)N3CCN(c4ccc(F)cc4)CC3)c2)c1OC
  -2, 33, 55, 2, 12, 9, 7
- CCN(CC)C(=O)Cn1c(=O)n(-c2ccc(CC(=O)NCc3ccccc3)cc2)c(=O)c2sccc21
  -4, -5, -9, 2, -11, -1, 1
- Cc1ccc(N2CC(c3nc4ccccc4n3C)CC2=O)cc1 (stereo not given)
  -1, 1, 17, 6, -2, -3, -1
- CN(C)CC(=O)N[C@H]1CC[C@H](CCn2cc(C3CC3)nn2)O[C@H]1CO
  -2, 1, -3, -8, 8, -1, 1
- COc1ccc(-n2cc(CNCCCn3ccnc3)c(-c3ccccc3Cl)n2)cc1
  11, 14, 15, -7, -31, /, -36
- C[C@@H](NC(=O)C[C@H]1C=C[C@@H](NC(=O)C2CCC2)[C@@H](CO)O1)c1ccccc1
  6, -138, 2, -5, 4, 2, 0
- COc1ccccc1CNC(=O)COc1cc(O)c2c(c1)OC(C)(C)CC2=O
  /, 4, /, 11, 5, -2, -2
- C[C@H](CO)N1C[C@H](C)[C@H](CN(C)C(=O)NC2CCCC2)Oc2ncc(Br)cc2C1=O
  -18&-1, 1&4, /, 14&15, 3, -2&-2, -3&-1
- O=C(c1ccc(F)cc1)C(C(=O)N1CCCCC1)n1ccccc1=O (stereo not given)
  -2, 1, -1, -4, -11, 0, 1
